# Source: PubChem BioAssay
# PfHsp40 yeast: compounds rescuing yeast from Plasmodium falciparum HSP40 toxicity | S. cerevisiae expressing PfHsp40, growth rescue, ATP luminescence | growth rescue, % at 12.5 µM | actives 0.68% (n = 340,000) | AID 504582; in the data active = growth rescue above about 28%, passing the limit was not always enough;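 note: yeast W303a lacking pdr1 and pdr3 grown in galactose medium; growth measured after three days at 30 °C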
# GDH-TPI counter: GDH-TPI coupled enzyme inhibition counter-screen | actives 1.2% (n = 360,000) | AID 588335 | inhibition, % at 4.8 µM | GDH-TPI coupled enzyme counterscreen, NADH absorbance; in the data active = inhibition above about 30%;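 note: 0% = DMSO wells and 100% = wells lacking the enzyme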
# FadD28 binding: inhibitors of Mycobacterium tuberculosis FadD28 bisubstrate binding; FadD28 bisubstrate probe binding, fluorescence polarization; inhibition, % at 12.5 µM; actives 0.22% (n = 360,000); in the data active = inhibition above about 8.5%, passing the limit was not always enough
# TcdB inh: blocks C. difficile toxin B glycohydrolase activity. inhibition, % at 9.99 µM. TcdB glycohydrolase enzymatic assay, plate reader. actives 0.24% (n = 350,000); in the data active = inhibition above about 10%
# Mtb UGM inh: Mtb UDP-galactopyranose mutase inhibition; P9WIQ1; purified UGM, fluorescence polarization probe displacement; inhibition, % at 10 µM; actives 0.06% (n = 320,000); in the data active = inhibition above about 10%, passing the limit was not always enough
# Target sequence (P9WIQ1 whole entry, looked up): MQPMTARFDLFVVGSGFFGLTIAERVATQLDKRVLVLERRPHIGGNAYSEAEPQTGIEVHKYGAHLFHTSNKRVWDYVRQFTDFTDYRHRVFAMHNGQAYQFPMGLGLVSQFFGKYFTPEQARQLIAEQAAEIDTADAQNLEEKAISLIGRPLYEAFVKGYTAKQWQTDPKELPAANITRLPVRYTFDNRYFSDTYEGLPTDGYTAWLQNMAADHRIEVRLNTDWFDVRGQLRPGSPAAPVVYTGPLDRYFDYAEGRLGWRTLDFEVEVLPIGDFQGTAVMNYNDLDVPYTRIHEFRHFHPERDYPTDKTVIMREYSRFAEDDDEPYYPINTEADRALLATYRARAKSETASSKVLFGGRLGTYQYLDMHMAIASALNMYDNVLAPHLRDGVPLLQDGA
# Mtb FBA inh: inhibits M. tuberculosis FBA enzyme; inhibition, % at 1 µM; actives 2.3% (n = 360,000); purified M. tuberculosis FBA, fluorescence read-out; P9WQA3; in the data active = inhibition above about 27%;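 note: 0% = vehicle and 100% = reference inhibitor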
# Target sequence (P9WQA3 whole entry, looked up): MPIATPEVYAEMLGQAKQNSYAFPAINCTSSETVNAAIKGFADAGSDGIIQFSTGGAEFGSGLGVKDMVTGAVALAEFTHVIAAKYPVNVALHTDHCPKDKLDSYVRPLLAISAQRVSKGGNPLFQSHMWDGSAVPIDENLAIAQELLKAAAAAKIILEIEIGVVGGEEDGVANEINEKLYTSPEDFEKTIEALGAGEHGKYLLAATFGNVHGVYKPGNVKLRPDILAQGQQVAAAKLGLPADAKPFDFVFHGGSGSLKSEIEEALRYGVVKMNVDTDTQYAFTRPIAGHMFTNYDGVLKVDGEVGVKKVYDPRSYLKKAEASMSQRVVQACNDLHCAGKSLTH
# Vc quorum ag: induces V. cholerae light production without autoinducers | V. cholerae BH1578 lux reporter, luminescence, 6 h | activation, % at 18.7 µM | actives 0.16% (n = 350,000) | AID 588436; in the data active = activation mostly above about 9.7%, no sharp cut-off; note: not every result past the cut was called active; inactives centre near 0; reference of the scale not given here
# Yp Topo-I inh: blocks Yersinia pestis topoisomerase I activity; actives 0.064% (n = 360,000); Y. pestis Topo-I cleavage product accumulation, plate reader; AID 504884; activity, % at 10 µM; in the data active = activity above about 50%, passing the limit was not always enough; note: inactives centre near 2
# Mtb BioA inh: BioA (M. tuberculosis) enzyme inhibition | actives 0.096% (n = 360,000) | purified M. tuberculosis BioA enzyme, plate reader | inhibition, % at 9.99 µM | AID 602481; in the data active = inhibition above about 40%
# Starred values were filed as active, the others as inactive; i = inactive; · = not tested or not shown; + = active, no number.
SMILES,PfHsp40 yeast,GDH-TPI counter,FadD28 binding,TcdB inh,Mtb UGM inh,Mtb FBA inh,Vc quorum ag,Yp Topo-I inh,Mtb BioA inh
Cc1c(C(=O)OCC(=O)N2c3ccccc3CC2C)oc2ccccc12 (stereo unspecified),2.0,9,-3.3,·,-1.4,10,i,11,-0.8
CN(C)CCNC(=O)c1cc2sc3ccccc3c2s1,-2.5,5,-1.3,4.7,0.5,1,-0.5,3,0.9
CCCOC(=O)C(C)n1cnc2scc(-c3ccc(C)cc3)c2c1=O (stereo unspecified),0.5,-1,-4.0,2.1,2.7,2,i,29,1.7
CCNC(=O)C1(C)CCN(C(=O)C(c2ccccc2)c2ccccc2)C1 (stereo unspecified),·,6,-2.7,-0.4,·,-4,-0.3,2,0.2
O=C(/C=C/Nc1ccc([N+](=O)[O-])cc1Br)c1cccc2ccccc12,-0.3,10,-0.6,·,0.0,5,-0.2,-7,-0.7
Cc1ccc(CNC(=O)C(=O)c2cn(CC(=O)N3CCOCC3)c3ccccc23)cc1,-0.4,16,1.1,1.6,-0.7,-2,-6.7,35,-0.1
Cc1ccc(C(C)NC(=O)CSc2ccc(S(=O)(=O)N3CCOCC3)cn2)cc1C (stereo unspecified),-0.3,-1,0.0,3.4,-0.1,2,1.3,17,0.3
Cc1ccc(S(=O)(=O)N2CCC(=O)N(CCOC(=O)Nc3ccc(F)cc3)CC2)cc1,0.2,10,-5.3,1.2,3.1,-2,i,26,2.2
CCCC(=O)NCCCc1nc2ccccc2n1C,0.1,-1,1.2,0.4,1.2,5,0.3,-4,-2.3
O=C(N/N=C/C=C/c1ccccc1[N+](=O)[O-])c1cc(-c2cccnc2)nc2ccccc12,1.7,13,-6.4,1.0,-1.4,-2,i,8,·
COc1ccc(S(=O)(=O)N2CCCC(C(=O)NCCc3ccccc3)C2)cc1 (stereo unspecified),-0.5,-4,-3.7,0.0,0.7,0,0.6,13,-3.9
CCOC(=O)c1c(CN(C)C)n(-c2ccc(C)cc2)c2cc(Br)c(O)cc12,-0.6,0,0.6,·,2.1,4,2.7,3,·
CC(=O)Oc1ccc2c(C)c(CC(C)O)c(=O)oc2c1 (stereo unspecified),-1.2,13,-1.6,·,-5.0,+,-0.5,-3,-0.2
CC1=C(C(=O)Nc2ccccc2)C(c2ccco2)C(C#N)=C(SCC(=O)Nc2cccc(C)c2C)N1 (stereo unspecified),0.8,21,1.1,·,-0.7,2,i,19,-0.3
O=C(NCCc1ccccc1)c1c(O)c2ccccc2[nH]c1=O,-1.1,13,-4.5,0.4,-0.5,1,-0.3,1,-1.6

# Five entries picked at random from those above:
SMILES,PfHsp40 yeast,GDH-TPI counter,FadD28 binding,TcdB inh,Mtb UGM inh,Mtb FBA inh,Vc quorum ag,Yp Topo-I inh,Mtb BioA inh
CCNC(=O)C1(C)CCN(C(=O)C(c2ccccc2)c2ccccc2)C1 (stereo unspecified),·,6,-2.7,-0.4,·,-4,-0.3,2,0.2
Cc1c(C(=O)OCC(=O)N2c3ccccc3CC2C)oc2ccccc12 (stereo unspecified),2.0,9,-3.3,·,-1.4,10,i,11,-0.8
O=C(N/N=C/C=C/c1ccccc1[N+](=O)[O-])c1cc(-c2cccnc2)nc2ccccc12,1.7,13,-6.4,1.0,-1.4,-2,i,8,·
CN(C)CCNC(=O)c1cc2sc3ccccc3c2s1,-2.5,5,-1.3,4.7,0.5,1,-0.5,3,0.9
CCCC(=O)NCCCc1nc2ccccc2n1C,0.1,-1,1.2,0.4,1.2,5,0.3,-4,-2.3

# Next section:
SMILES,PfHsp40 yeast,GDH-TPI counter,FadD28 binding,TcdB inh,Mtb UGM inh,Mtb FBA inh,Vc quorum ag,Yp Topo-I inh,Mtb BioA inh
COc1ccc(NS(=O)(=O)c2ccc(C)c(C(=O)N(C)Cc3ccc(OC)cc3OC)c2)cc1,0.3,5,-0.6,1.3,3.4,-2,-0.6,18,-2.6
O=C1COc2ccc(C(=O)CSc3ccccc3C(=O)O)cc2N1,0.9,3,-2.3,-0.5,0.3,3,-0.7,-3,-0.2
CCOC(=O)N1CCC(N(CCN(C)C)C(=S)Nc2cccc(C)c2)CC1,-0.3,6,·,2.5,-0.6,1,-0.3,6,·
COc1cc(NC(=O)C2CC(c3ccccc3Cl)=NO2)cc(OC)c1OC (stereo unspecified),-1.2,6,-2.4,0.7,-0.1,-3,1.2,5,10
CC1CC1C(=O)OCC(=O)NC(=O)NC12CC3CC(CC(C3)C1)C2 (stereo unspecified),4.6,1,2.1,2.3,1.3,3,1.4,11,·
O=C(COC(=O)c1ccc[nH]c1=O)NC1CCCC1,1.0,16,-1.7,·,-1.9,1,i,-3,-0.9
O=C(CSc1ncn[nH]1)Nc1cccc2ccccc12,-0.6,-9,-4.1,·,-0.1,3,-5.0,5,-1.6
CCCN1CCN(C(=O)c2ccccc2-c2nc3ccccc3s2)CC1,-0.5,-1,-1.4,1.9,-0.7,5,1.4,4,·
Cc1ccccc1C(=O)NCC(=O)Nc1ccc(C)c(S(=O)(=O)N2CCCCCC2)c1,0.4,-3,-6.4,1.9,1.7,3,i,26,-0.1
COC(=O)c1cccc(NC(=O)c2cc(OC)c(OC)c(OC)c2Br)c1,-0.2,-1,1.4,0.4,0.8,2,-0.2,-2,·
CCc1c(C)nc(N)n2c(SCC(=O)NC3CCCCC3)nnc12,-0.8,0,1.3,-1.2,-4.0,2,-0.2,-5,-2.9
CCCN1CCC(=O)N([C@H](CSc2ccc(C)cc2)CC(C)C)CC1,0.9,-1,-5.6,·,·,0,i,18,2.2
CCN(CC)S(=O)(=O)c1ccc(C(=O)Nc2ncn(Cc3ccccc3)n2)cc1,1.9,4,0.2,0.4,0.1,0,-0.7,2,-0.3
COc1cc2sc(NC(=O)c3ccco3)nc2cc1Cl,0.3,1,-2.9,1.9,-0.2,0,i,12,-1.7
COc1ccc(CCN(C)C(=S)NC(=O)c2ccc(F)cc2Cl)cc1OC,-1.1,1,-0.1,1.8,-0.2,0,-0.8,6,·
CSc1nc(S(=O)(=O)c2ccc(C)cc2)c(Cl)s1,-1.2,0,-2.4,0.7,0.6,-1,i,6,·
CN(C)/C=N/n1cnc2ccccc2c1=O,0.3,-13,-2.9,0.4,3.3,-1,-1.6,-4,-0.2
Cc1cc(Cl)ccc1C(=O)C1CCCN(C(=O)c2cnsn2)C1 (stereo unspecified),4.2,-7,-2.5,0.8,-1.0,0,-0.3,15,2.5
O=C1C(C23CC4CC(CC(C4)C2)C3)C(=O)N(c2ccccc2)N1c1ccccc1,-2.3,3,-0.7,0.8,2.5,0,-3.6,10,-1.1
Cc1c(-c2nc(-c3ccncc3)no2)cccc1[N+](=O)[O-],-0.3,1,-4.9,0.2,0.5,0,-0.3,0,·
CCc1ccccc1NC(=O)CN1CCN(CC(=O)Nc2ccc3c(c2)OC2(CCCCC2)O3)CC1,0.9,7,-1.2,0.8,·,3,i,12,-0.7
CCOC(=O)c1ccoc1CN1CCN(S(=O)(=O)c2ccc(C)c(C)c2)CC1,0.0,0,-1.8,0.3,0.0,-2,0.8,18,-0.3
O=C(Cc1ccccc1)Nc1ccc(NC(=S)NC(=O)c2ccccc2)cc1,-0.5,2,-3.0,1.9,-0.1,0,-0.3,20,0.0
Cc1ncc([N+](=O)[O-])n1CCOC(N)=O,13,5,-0.1,-1.8,-0.6,-2,-0.6,3,-2.0
Cc1cccc2c(N)c3c(nc12)N(C)CC3,0.1,-4,-1.6,1.3,0.7,31*,i,-10,0.8
COc1ccc(-c2cc(C(=O)NCC(C)C)no2)cc1,-0.4,-8,-2.3,·,·,7,-0.5,2,·
COc1cc(C(C[N+](=O)[O-])c2c(C)[nH]c3ccccc23)ccc1O (stereo unspecified),-0.4,5,-0.9,10.0,0.0,-1,-0.5,-11,1.2
COc1cccc2sc3cc(NCCCN4CCOCC4)ccc3c(=O)c12,0.6,19,-2.2,1.1,-2.1,24,-0.7,19,1.1
Cc1ccc(NC(=O)c2ccccc2)cc1C,3.2,6,-1.1,0.6,3.4,-2,0.4,9,0.3
COc1ccccc1COCC(O)CNCCc1ccc(C(F)(F)F)cc1 (stereo unspecified),-0.5,-4,-0.5,1.2,1.6,1,-0.6,11,-1.0

# A few values from above.
# `Cc1c(-c2nc(-c3ccncc3)no2)cccc1[N+](=O)[O-]` in TcdB inh → 0.2
# `COc1ccc(-c2cc(C(=O)NCC(C)C)no2)cc1` in Mtb FBA inh → 7
# `CCOC(=O)c1ccoc1CN1CCN(S(=O)(=O)c2ccc(C)c(C)c2)CC1` in Mtb BioA inh → -0.3
# `O=C1C(C23CC4CC(CC(C4)C2)C3)C(=O)N(c2ccccc2)N1c1ccccc1` in Mtb FBA inh → 0

# The list goes on.
SMILES,PfHsp40 yeast,GDH-TPI counter,FadD28 binding,TcdB inh,Mtb UGM inh,Mtb FBA inh,Vc quorum ag,Yp Topo-I inh,Mtb BioA inh
COC(=O)C1=C(NC(=O)COc2ccc(Cl)cc2Cl)CCS1,-0.6,4,1.0,-0.3,3.2,1,-0.3,5,·
CC1C/C(=C\c2cccnc2)C(=O)/C(=C/c2cccnc2)C1 (stereo unspecified),4.3,29,-2.1,·,0.6,-4,-0.2,4,·
O=C(CNC(=O)c1cccs1)OCC(=O)c1ccccc1Cl,-0.4,-2,-1.8,2.5,-3.6,0,-1.4,-3,·
Cc1cc(S(=O)(=O)NC[C@H]2O[C@@H](n3cnc4c(N)ncnc43)[C@H](O)[C@@H]2O)c(C)s1,1.6,10,-1.7,2.0,2.0,5,i,2,0.4
O=C1C=C(N2CCCCC2)c2ccccc2C1=O,·,-1,0.7,-1.0,-0.4,-9,-0.3,-8,0.0
O=C(Cn1c(=O)n(-c2ccccc2)c(=O)c2sccc21)N1CCCC1,-1.2,-2,-2.6,·,2.8,3,-0.2,-5,-1.4
COc1ccc(CN(CC(=O)NCc2ccc(F)cc2)C(=O)CCC(=O)Nc2ccccn2)cc1,-1.0,-1,-0.5,0.2,-4.5,1,-0.3,8,-1.3
Cc1csc(=O)n1CC(=O)OCC(=O)N(CC(C)C)c1c(N)n(Cc2ccccc2)c(=O)[nH]c1=O,-0.8,-7,-2.9,0.9,3.3,0,i,9,·
CN(c1ccccc1)c1nc(N)c([N+](=O)[O-])c(NC2CCCCC2)n1,0.7,-6,-4.7,0.2,-2.4,0,-1.4,22,9.3
COc1cc2cc(CCOC(=O)N3CCCCC3)oc(=O)c2cc1OC,0.4,8,-0.7,0.2,0.8,-1,-0.3,6,0.7
CN(C)CC(O)CN(c1ccccc1)c1ccccc1 (stereo unspecified),·,0,-0.9,0.6,0.9,3,-0.3,-8,0.9
O=C(Nc1ccc(N2CCCC2)cc1)c1ccccc1F,-1.6,12,-2.9,·,2.7,1,i,-19,-1.6
COc1ccc(OC)c(S(=O)(=O)Nc2cccnc2)c1,0.9,6,1.6,·,-1.2,1,-1.3,-2,·
CNc1cc(-c2cc(OC)ccc2OC)ncn1,·,3,-1.1,0.2,·,84*,i,4,1.2
Cc1nn(C(C)C(=O)O)c(=O)c2ccccc12 (stereo unspecified),-0.6,-8,-4.2,-1.9,5.3,3,-0.2,5,0.3
Cc1nnc2ccc(-c3ccc(NC(=O)Cc4cccs4)cc3)nn12,-0.1,24,0.5,0.4,0.9,1,-0.3,-13,·
Cc1oc(-c2ccc3c(c2)OCCO3)cc1C(=O)NC(Cc1ccccc1)C(=O)O (stereo unspecified),-0.1,3,-3.2,-1.2,0.2,0,i,3,·
CCOc1cccc(N2C(=O)CC(NCc3ccc(S(N)(=O)=O)cc3)C2=O)c1 (stereo unspecified),1.9,4,-2.0,·,-2.9,-1,i,-3,-0.1
COC(=O)c1sccc1NC(=O)c1c(Cl)cnn1C,-0.9,-3,-2.6,0.3,0.2,-1,i,-1,-1.9
COc1ccc(C(=O)Nc2cc(Cl)ccc2-n2cncn2)c(OC)c1OC,-0.1,5,-2.2,1.0,2.9,-1,0.7,5,-0.4
CCOC(=O)c1c(CS(=O)(=O)c2ccccc2)n(C)c2cc(Br)c(O)c(CN(C)C)c12,-0.7,1,-1.0,-2.6,1.7,-1,0.0,3,·
Cc1ccc(C)c(S(=O)(=O)NCC(=O)Nc2ccc3c(c2)OCO3)c1,0.0,-3,-0.2,2.1,-1.0,2,i,16,0.8
Cc1cccn2c(=O)c(C=NCCO)c(NCc3ccco3)nc12,0.1,25,-1.6,·,-0.5,39*,-0.6,-2,0.5
Cc1cc(NS(=O)(=O)c2ccc(NC(=O)c3cnc4scc(C)n4c3=O)cc2)nc(C)n1,0.5,15,-0.9,-0.5,0.2,2,-0.5,2,-0.7

# Random draw from the library; any-hit rate near 4.6%.
